Screening results as filed in PubChem BioAssay.
PV pol inh: inhibitors of poliovirus RNA polymerase binding and polymerization; P03300; poliovirus polymerase elongation, fluorescence polarization; active compounds read low; % elongation, % (compound at 16.7 µg/mL); hit rate 0.66% among 150,000; AID 588519; in the data active = % elongation below about 90%; also: some results filed as inactive read as strong as hits
Target sequence (P03300 1749-2209 limits assumed): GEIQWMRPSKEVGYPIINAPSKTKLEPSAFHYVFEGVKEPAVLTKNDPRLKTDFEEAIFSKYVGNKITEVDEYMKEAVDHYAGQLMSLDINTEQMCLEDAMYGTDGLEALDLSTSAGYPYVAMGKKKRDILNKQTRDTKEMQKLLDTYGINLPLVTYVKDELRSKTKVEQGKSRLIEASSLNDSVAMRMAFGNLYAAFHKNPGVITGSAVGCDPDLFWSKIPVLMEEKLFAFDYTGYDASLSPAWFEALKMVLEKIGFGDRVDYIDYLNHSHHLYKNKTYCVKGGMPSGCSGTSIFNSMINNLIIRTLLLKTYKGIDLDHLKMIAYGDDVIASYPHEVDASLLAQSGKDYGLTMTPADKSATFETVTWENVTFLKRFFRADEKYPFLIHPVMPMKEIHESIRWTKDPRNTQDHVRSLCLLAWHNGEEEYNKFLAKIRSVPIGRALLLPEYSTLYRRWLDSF
PV pol inh FP z-score: recorded beside PV pol inh, whose call it bears; z-score; measured here: FP z-score; hits read low
Starred values were filed as active, the others as inactive. This is a subset; count on the stated rates, not on these rows.

The opening 3 records, to show the layout:
SMILES | PV pol inh | PV pol inh FP z-score
O=C(Nc1c(F)cccc1F)c1cccc(Oc2ccccc2)c1 | 105 | 1.5
CN(C)c1ccc(CNC(=O)CCC(=O)N2CCSc3ncccc32)cc1 | 101 | -0.3
CCOc1ccc(NC(=O)Nc2ccc3snnc3c2)cc1 | 109 | 0.3

The whole of this part, previewed entries included:
SMILES | PV pol inh | PV pol inh FP z-score
O=C(Nc1c(F)cccc1F)c1cccc(Oc2ccccc2)c1 | 105 | 1.5
CN(C)c1ccc(CNC(=O)CCC(=O)N2CCSc3ncccc32)cc1 | 101 | -0.3
CCOc1ccc(NC(=O)Nc2ccc3snnc3c2)cc1 | 109 | 0.3
CN(C)c1ccc(CN(Cc2ccco2)C(=O)c2ccc(C(C)(C)C)cc2)cc1 | 109 | 0.5
CC1CC(C)CN(C(=O)c2cccs2)C1 (stereo unspecified) | 103 | 0
O=C(Nc1ccc2c(c1)OCCO2)c1cccn(Cc2cccc([N+](=O)[O-])c2)c1=O | 107 | 0.2
CN(C)C(=O)COC(=O)c1ccccc1I | 102 | 0
CCCCn1nnnc1SCC(=O)NCc1ccccc1 | 100 | -0.7
COc1ccccc1NCC(=O)N/N=C1\CCS(=O)(=O)c2ccc(F)cc21 | 114 | 2.2
COc1ccc(OC)c(NC(=O)c2n[nH]n3c2nc(=O)c2ccccc23)c1 | 100 | -0.5
CSc1ccc(C2c3[nH]c4ccccc4c3CCN2C(=O)CCC2CCCC2)cc1 (stereo unspecified) | 104 | -0.8
CCOC(=O)CC(=O)Nc1ccsc1C(=O)OC | 102 | 0.3
CC(C)N(C(=O)CSc1nnc(CSc2ncccn2)n1C)C(C)C | 100 | -0.5
CN(C)c1ccc(C(CC(=O)O)NC(=O)c2ccc(Cl)cc2)cc1 (stereo unspecified) | 105 | 1.1
Cc1ccc(C)c(S(=O)(=O)c2nnn3c2nc(NC2CCCCC2)c2sccc23)c1 | 108 | 0.3

Brought forward from above: two compounds; new compounds follow.
SMILES | PV pol inh | PV pol inh FP z-score
CN(C)c1ccc(C(CC(=O)O)NC(=O)c2ccc(Cl)cc2)cc1 (stereo unspecified) | 105 | 1.1
Cc1ccc(C)c(S(=O)(=O)c2nnn3c2nc(NC2CCCCC2)c2sccc23)c1 | 108 | 0.3
Cc1ccccc1OCc1nc2c3cnn(C)c3ncn2n1 | 100 | -0.8
COC(=O)c1ccc(-c2ccco2)[nH]1 | 102 | -0.5
COc1ccccc1N1CCN(C(=O)c2cc(-c3ccccc3O)on2)CC1 | 109 | 0.9
O=C(O)C(Cc1ccccc1)N=Cc1c(O)c2ccccc2oc1=O (stereo unspecified) | 103 | 0.8
CCN(CC)S(=O)(=O)c1ccc(NN=c2c(=O)c3ccccc3c2=O)cc1 | 102 | 0.1
CCC(=O)Nc1cccc(NC(=O)COc2cc(C)cc(C)c2)c1 | 102 | 0.5
Cn1c(CC(=O)Nc2ccc(Cl)cc2)nnc1SCc1nc2ccccc2c(=O)[nH]1 | 106 | 2.2
Cc1ccc(SC(C)C(=O)NCC2CCCO2)cc1 (stereo unspecified) | 108 | 0.5
O=C(Nc1sc2c(c1C(=O)NCC1CCCO1)CCC2)c1cc(=O)c2cc(Cl)ccc2o1 (stereo unspecified) | 108 | 0
Cc1oc(C(C)(C)C)cc1-c1cc(NC(=O)C2CCC2)n(-c2ccc(I)cc2)n1 | 101 | 0
O=C(O)c1ccc(N=NN2CCCC2)cc1 | 102 | -0.1
C=CCn1c(COc2ccc(CC)cc2)nnc1SC(C)C | 102 | 0.1
O=C(NCc1ccc(F)cc1)c1cnc(N2CCOCC2)c2ccccc12 | 112 | 0.9
COc1ccc(NC(=O)Cn2nnc3sc4c(c3c2=O)CCCC4)cc1 | 99 | -1.6
CCn1cc(C(=O)N2CCN(c3ccccc3)CC2)c(=O)c2cc(S(=O)(=O)N3CCCCC3)ccc21 | 100 | -0.2
N#CC(C#N)=NNc1ccc(F)cc1C(F)(F)F | 103 | 0.3
Cc1ccc(Nc2c(-c3ccco3)nc3ccccn23)cc1 | 99 | -0.2
CCN(C(=O)Cc1ccccc1OC)c1nnc(-c2ccncc2)s1 | 100 | -0.2
CCc1cccc2c(C(C(=O)c3ccccc3)c3c[nH]c4c(CC)cccc34)c[nH]c12 | 106 | 0.7
CCOc1ccc(N/C=C2/CCCC(C)C2=O)cc1 (stereo unspecified) | 105 | 1.2
O=C1CNC(c2ccc(Cl)cc2Cl)N1O (stereo unspecified) | 100 | -0.1
Cc1noc(C)c1/C=C/C(=O)O | 93 | -0.6
O=C(O)CCNC(=O)NC12CC3CC(CC(C3)C1)C2 | 104 | 0.5
CC1(C)Cc2cccc(C(=O)N3CCC(c4c[nH]c5ccccc45)CC3)c2O1 | 104 | 0.3
CN(C)c1ccc(/C=C/C(=O)/C=C/c2ccc3c(c2)OCO3)cc1 | 69 | -7.1
Cc1ccc(CN2C(=O)CN(C3CCC(C)CC3)C(=O)C2c2ccc(F)cc2)cc1 (stereo unspecified) | 107 | -0.3
O=C(NNc1nc(-c2ccccc2)cs1)c1cccs1 | 104 | 0.4
Fc1ccc(/C=N/c2nc3ccccc3s2)cc1 | 102 | -0.1
CCc1ccc(-n2nc(C)c3c(C)cc(=O)n(Cc4nc(-c5ccccc5)oc4C)c32)cc1 | 115 | 2
COc1ccc(C2CC(=O)Nc3ncnn32)cc1 (stereo unspecified) | 101 | -0.2
S=C(Nc1ccccc1Cl)N1CCCCC1 | 99 | -0.2
Cc1cn2c(=O)cc(COC(=O)COc3ccc(C)c(C)c3)nc2s1 | 110 | 0.8
COC(=O)CN1C(=O)CSc2ccc(S(=O)(=O)Nc3cccc(C)c3)cc21 | 101 | -1.1
CCOC(=O)N1CCN(C(=O)c2ccc(N(Cc3ccccc3)S(C)(=O)=O)cc2)CC1 | 100 | -0.1
Cn1c(SCC(=O)N2c3ccccc3Sc3ccccc32)nnc1-c1ccco1 | 102 | 0.1
COC(=O)C1=C(N)OC2=C(C(=O)CC(C)(C)C2)C1c1ccc(C(=O)OC)cc1 (stereo unspecified) | 101 | 0
Cc1cc(C)c(/C=C/c2onc(C)c2S(=O)(=O)N2CCC(C(=O)NCc3ccccc3Cl)CC2)c(C)c1 | 110 | 0.7
N#CCC(=O)Nc1ccco1 | 101 | -0.2
COCCn1c(SC)nc2c(c1=O)SCC2 | 101 | 0
Cc1ccccc1N1C(=O)C(Oc2ccc(Cl)cc2)C1CNCCc1ccccc1 (stereo unspecified) | 102 | 0
O=C1CC(c2ccco2)CC(O)=C1C=NCCN1CCN(C(=O)Nc2ccc(Cl)cc2)CC1 (stereo unspecified) | 101 | 0
CCOc1ccc(S(=O)(=O)N/N=C(\C)c2ccc3c(c2)OCO3)cc1 | 101 | -0.1
S=C(c1ccc(N2CCCC2)c(Br)c1)N1CCOCC1 | 98 | -1.6
Cc1c(NS(=O)(=O)c2ccc(Cl)cc2)c(=O)n(-c2ccccc2)n1C | 108 | 0.8
CC1CCCCN1c1ncccc1C(=O)N1CCCC1 (stereo unspecified) | 107 | 1.7
Cc1ccccc1Nc1cc(C(=O)NCc2cccs2)c2ccccc2n1 | 110 | 0.2
COc1ccc(CCNC(=O)c2nc3ccccc3c(=O)[nH]2)cc1OC | 92 | -1.7
CCC(Sc1nc2sc(C(=O)OC)c(C)c2c(=O)n1N)C(=O)NCC1CCCO1 (stereo unspecified) | 99 | -0.8
CC(=O)c1ccc(N2CCN(c3ncnc4onc(-c5ccc(Cl)cc5)c34)CC2)cc1 | 106 | -0.2
Cc1cccc(N2CC(C(=O)OCn3nnc4ccccc4c3=O)CC2=O)c1C (stereo unspecified) | 99 | 0.1
COc1ccc(NC(=O)CSc2nnc(-c3nnn(-c4ccc(F)cc4)c3C)o2)cc1 | 103 | -0.9
Cn1cccc1CC(=O)N1N=CCC1(O)C(F)(F)F (stereo unspecified) | 108 | 0.5
c1ccc(NCc2cccnc2)cc1 | 102 | 0.1
C=CCNc1ccc(C(=O)O)cc1 | 101 | -0.1
O=C1CSC(=NC2CC2)N1Cc1cccs1 | 103 | 0
CN=C1S/C(=C\c2ccc(Cl)cc2)C(=O)N1C | 88* | -1.8*
Cc1cccc2sc(N3CCN(C(=O)c4ccco4)CC3)nc12 | 103 | -0.9
Cc1cc(C)cc(C(=O)NCC(c2ccc(N(C)C)cc2)N2CCCC2)c1 (stereo unspecified) | 104 | -0.3
CC(C)c1ccccc1NC(=O)CSc1nnc(-c2cccs2)n1CC1CCCO1 (stereo unspecified) | 101 | 0.1
Oc1c(-c2ncc(-c3ccc(Cl)cc3)o2)sc2ncccc12 | 118 | 2.2

Reprinted at random: seven compounds from above, in no set order.
SMILES | PV pol inh | PV pol inh FP z-score
CN=C1S/C(=C\c2ccc(Cl)cc2)C(=O)N1C | 88* | -1.8*
Oc1c(-c2ncc(-c3ccc(Cl)cc3)o2)sc2ncccc12 | 118 | 2.2
Cc1ccccc1Nc1cc(C(=O)NCc2cccs2)c2ccccc2n1 | 110 | 0.2
C=CCNc1ccc(C(=O)O)cc1 | 101 | -0.1
Cc1cccc2sc(N3CCN(C(=O)c4ccco4)CC3)nc12 | 103 | -0.9
O=C1CSC(=NC2CC2)N1Cc1cccs1 | 103 | 0
CC(C)c1ccccc1NC(=O)CSc1nnc(-c2cccs2)n1CC1CCCO1 (stereo unspecified) | 101 | 0.1

(further entries)
SMILES | PV pol inh | PV pol inh FP z-score
O=C1CCCC(O)=C1C=Nc1ccc2c(c1)oc1ccccc12 | 102 | 0
c1ccc(C2CCC(N3CCNCC3)CC2)cc1 (stereo unspecified) | 104 | 0.9
O=C(c1[nH]nc2c1CCc1ccccc1-2)N1CCCC1 | 101 | -0.2
N#CCCN(N)C1=NS(=O)(=O)c2ccccc21 | 103 | 0.4
CCN(Cc1ccccc1)C(=O)CSc1nc2ncccc2[nH]1 | 102 | 0
COCCn1c(C)cc(O)c(C(c2ccccc2)N2CCN(CCO)CC2)c1=O (stereo unspecified) | 109 | 0.1
CC(=O)NCc1ccc(-c2csc(CC(=O)Nc3ccc(C)cc3C)n2)o1 | 108 | 0.7
CCOC(=O)c1c(SC)n[nH]c1N | 105 | 0.7
CCCC(=O)Oc1ccc(C(=O)OC)cc1 | 100 | -0.1
CCOc1ccccc1NC(=O)CSc1nc2c(oc3ccccc32)c(=O)n1CCOC | 101 | -1
CCc1ccc(CNCC2CCCO2)cc1 (stereo unspecified) | 105 | 0.2
C=CCN1C(=O)C(C(=O)O)C(=O)c2ccccc21 (stereo unspecified) | 101 | 0
CC(C)(C)Cc1nc2ccccc2[nH]1 | 107 | 0.4
O=C(NCCCN1CCN(CCCNC(=O)c2ccc(F)cc2)CC1)c1ccc(F)cc1 | 102 | -0.1
COc1ccc2cc3cc(C(=O)N4CCN(c5cccc(Cl)c5)CC4)sc3nc2c1 | 119 | 1.9

Profiles, quoted from the list:
Profile of CCc1ccc(CNCC2CCCO2)cc1 (stereo unspecified) = PV pol inh = 105; PV pol inh FP z-score = 0.2
Profile of CC(C)(C)Cc1nc2ccccc2[nH]1 = PV pol inh = 107; PV pol inh FP z-score = 0.4
Profile of COc1ccc2cc3cc(C(=O)N4CCN(c5cccc(Cl)c5)CC4)sc3nc2c1 = PV pol inh = 119; PV pol inh FP z-score = 1.9

(next part)
SMILES | PV pol inh | PV pol inh FP z-score
Cc1nn(CCC#N)c2c1P(=O)(c1ccccc1)/C(=C1\N(C)c3ccccc3C1(C)C)C=N2 (stereo unspecified) | 106 | 0.4
O=c1c2ccccc2[nH]c(=S)n1Nc1ccccc1 | 99 | -0.6
O=S(=O)(CS(=O)(=O)c1ccc(Cl)cc1)c1ccc(Cl)cc1 | 100 | -0.4
CCCCN(C(=O)C1CCC(CNS(=O)(=O)c2cccc3nsnc23)CC1)c1ccccc1 (stereo unspecified) | 108 | 1
COc1ccc(Nc2cc(C(=O)NCc3ccco3)c3ccccc3n2)cc1 | 100 | -1.1
Cc1ccc(C)c(CN(C2=NC3CS(=O)(=O)CC3S2)c2cccc(Cl)c2)c1 (stereo unspecified) | 102 | -0.7
CC(C)=CC(=O)Nc1nnc(Cc2ccccc2)s1 | 102 | 0.2
CC(=O)N=C1SC2CS(=O)(=O)CC2N1Cc1ccccc1 (stereo unspecified) | 103 | -0.1
N/C(=N/S(=O)(=O)Cc1ccccc1)N1CCOCC1 | 101 | 0.2
CC12CC3(C)CC(O)(C1)CC(C(=O)c1ccccc1)(C2)C3 | 101 | 0.1
CCOC(=O)C1CCN(CC(O)COc2ccc3ccccc3c2)CC1 (stereo unspecified) | 100 | -0.5
Cc1ccccc1-c1nnc(SCC(=O)N(C)c2ccccc2)o1 | 105 | -0.1
CC(C)C(NC(=O)CSc1ccc(Cl)cc1)C(=O)O (stereo unspecified) | 105 | 0.2
COc1ccc(CNC(=O)c2cc(-c3ccc(Cl)cc3)n[nH]2)cc1 | 110 | 0.4
CCn1c(=NC(=O)c2cccc(N3C(=O)CCC3=O)c2)sc2c(C)ccc(OC)c21 | 105 | 0.6
CCC(Sc1nc(=O)cc(N)n1-c1ccccc1)C(=O)Nc1ccc(Cl)cn1 (stereo unspecified) | 100 | -0.3
CCC(CC)NC(=O)c1ccc2c(c1)OCO2 | 101 | -0.6
CCn1c(=O)/c(=C2/Sc3ccc(Cl)cc3N2C)s/c1=C1/C(=O)N(C)N=C1C | 106 | 1.2
N=C1N(c2ccc(Cl)c(Cl)c2)C(=O)NC12CCCC2 | 108 | 0.7
COc1ccc(/C=C2\N=C(SCC(=O)N3CCN(C(=O)c4ccco4)CC3)N(c3cc(C)cc(C)c3)C2=O)cc1 | 102 | 0
Cc1cc(C)cc(NC(=O)Cn2nnc(C(=O)Nc3cc(C)cc(C)c3)c2N)c1 | 112 | 0.9
CCOc1ccc(-c2nonc2NC(=O)c2oc3c(C)c(C)ccc3c2C)cc1OCC | 107 | 0
COc1ccc2c(C)cc(Sc3nnnn3-c3ccccc3)nc2c1 | 102 | 0.2
CCSC1=N/C(=C\c2ccc(Br)s2)C(=O)S1 | 102 | 0.1
